Assay outcomes from PubChem.
FLuc inh counter – firefly luciferase enzyme inhibitors, primary screen, artefact control for luciferase-based inhibitor screens, biochemical, luminescence, ATPLite. Luciferin 4-monooxygenase (Photinus pyralis), P08659. 10 min. inhibition, % at 10 µM. actives 1.5% (n = 200,000);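 active = inhibition above about 50% when tested at 10 µM, limit read from the data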
APP transl inh – inhibitors of APP translation via 5'UTR reporter, primary screen, APP 5'UTR luciferase, SH-SY5Y cells | SH-SY5Y APP 5'UTR-luciferase reporter, luminescence | inhibition, % at 2 µM | actives 0.82% (n = 190,000) | AID 1285, 2008;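 active = inhibition above a set limit, derived from the sample mean plus 3 SD, cut at about 45% in these data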; also: values of inactives mirror those of a sister screen read the other way
APP 5'UTR act – activators of APP 5'UTR luciferase reporter, primary screen, SH-SY5Y cells | SH-SY5Y APP 5'UTR luciferase reporter, luminescence; zero percent = DMSO vehicle wells | activation, % at 2 µM | actives 1% (n = 190,000) | AID 1276, 2008;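 active = activation above a set limit, based on mean plus 3 SD of controls, cut at about 140% in these data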; also: values of inactives mirror those of a sister screen read the other way
G6PDH counter – L. mesenteroides G6PDH inhibitors, counter-screen for G6PDH-coupled screening assays, biochemical, Leuconostoc mesenteroides enzyme. glucose-6-phosphate dehydrogenase [Leuconostoc mesenteroides]. Purified L. mesenteroides G6PDH, diaphorase/resazurin coupled fluorescence, 45 min. inhibition, % at 5 µM. actives 0.12% (n = 200,000). AID 1020, 2008; in the data active = inhibition above about 50%
NF-kB expr up – activators of NF-kB expression in neurons, primary screen, cell-based, HTS | human neuronal cells, NF-kB reporter expression; hits give high values | fold change at 12.5 µM | actives 1.6% (n = 190,000) | AID 1239, 2008; in the data active = fold change above about 3.3
STAT1 act – STAT1 signaling activators, primary screen, cell-based, HTS, luciferase reporter; actives 2.6% (n = 200,000); NIH 3T3 STAT1-luciferase reporter, IFN-gamma, luminescence; 100% = IFN-gamma alone, no compound; activation (% of control), % at 5.5 µM;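 active = activation above the screen-wide mean activation plus 3 SD, cut at about 130% in these data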;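 also: raw ratio to IFN-gamma control signal so 100% means no change and 0% no light; values of inactives mirror those of a sister screen read the other way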
FLuc act counter – FLuc activators, initial screening, artefact control for FLuc-dependent activation tests, biochemical, ATPlite luminescence | Luciferin 4-monooxygenase (Photinus pyralis), P08659 | ATPlite luciferase biochemical, 10 min; 0 = ATP-free wells, 1 = DMSO control | activation factor at 10 µM | 200,000 tested, under 10 active;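 active = luciferase activation factor, scaled between plate controls, of at least 2 with compound at 10 µM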
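System: Luciferase/luciferin detection reagent, cell-free biochemical luciferase assay | Medium: PBS buffer for ATP | Dosing: Test compounds dosed from 2 mM stocks in 100% DMSO | Timing: 10 min at ambient temperature | Signal: Luminescence measurement of luciferase light output | Evaluation: Luciferase activation, seen as luminescence increase over controls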
Diaphorase act – compounds boosting diaphorase resazurin reduction – biochemical, uHTS, resorufin fluorescence, counter-screen for diaphorase-coupled primary assays, primary screen; Diaphorase/resazurin coupled assay, 16 min; hits give high values; 1 = vehicle wells, 0 = NADH-free wells; activation factor at 20 µM; actives 0.005% (n = 190,000);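 active = diaphorase activity raised at least twofold by the compound at 20 µM; inactive = activation factor below 2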
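Material: bacterial diaphorase enzyme (C. kluyveri); amount: enzyme 0.07 U/mL final; reagent: NADH substrate 0.114 mM plus resazurin dye 0.1 mM, final; doses: single compound dose of 20 µM, 1% DMSO final; timing: 16 min enzyme reaction, ambient temperature; measured by: fluorescence of resorufin, 544 nm excitation, 590 nm emission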
TLR4 MyD88 comp – inhibitors of TLR4-MyD88 association in cells, primary screen, cell-based, HeLa CL3-4, BLA complementation, FRET ratio; Toll-like receptor 4 (Homo sapiens) + Myeloid differentiation primary response protein …; HeLa CL3-4 TLR4/MyD88 BLA complementation; inhibition, % at 8.4 µM; actives 0.18% (n = 200,000); in the data active = inhibition above about 25%;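 also: 0% = vehicle and 100% = reference inhibitor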
Target sequence (O00206 whole entry, looked up): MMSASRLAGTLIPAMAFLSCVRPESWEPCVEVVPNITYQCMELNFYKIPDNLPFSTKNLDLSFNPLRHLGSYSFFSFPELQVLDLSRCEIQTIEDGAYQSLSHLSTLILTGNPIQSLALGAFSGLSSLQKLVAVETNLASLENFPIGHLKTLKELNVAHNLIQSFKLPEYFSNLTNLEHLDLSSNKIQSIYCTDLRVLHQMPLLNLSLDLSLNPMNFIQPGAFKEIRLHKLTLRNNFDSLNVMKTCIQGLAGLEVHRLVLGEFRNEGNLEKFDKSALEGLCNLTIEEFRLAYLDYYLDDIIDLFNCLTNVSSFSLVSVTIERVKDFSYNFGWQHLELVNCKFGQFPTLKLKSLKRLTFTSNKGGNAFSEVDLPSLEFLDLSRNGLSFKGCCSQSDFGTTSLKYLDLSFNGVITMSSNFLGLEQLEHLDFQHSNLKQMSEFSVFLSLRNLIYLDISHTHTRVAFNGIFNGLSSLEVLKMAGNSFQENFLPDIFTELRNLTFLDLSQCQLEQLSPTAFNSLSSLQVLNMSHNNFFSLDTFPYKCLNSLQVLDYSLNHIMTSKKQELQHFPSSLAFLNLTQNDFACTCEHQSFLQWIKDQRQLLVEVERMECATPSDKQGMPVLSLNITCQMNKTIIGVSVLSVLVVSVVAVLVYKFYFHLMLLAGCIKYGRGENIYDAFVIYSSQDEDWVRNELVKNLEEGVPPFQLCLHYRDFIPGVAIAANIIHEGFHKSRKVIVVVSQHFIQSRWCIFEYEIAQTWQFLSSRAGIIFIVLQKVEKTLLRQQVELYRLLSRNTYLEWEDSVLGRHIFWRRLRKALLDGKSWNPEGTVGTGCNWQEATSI
Target sequence (Q99836 whole entry, looked up): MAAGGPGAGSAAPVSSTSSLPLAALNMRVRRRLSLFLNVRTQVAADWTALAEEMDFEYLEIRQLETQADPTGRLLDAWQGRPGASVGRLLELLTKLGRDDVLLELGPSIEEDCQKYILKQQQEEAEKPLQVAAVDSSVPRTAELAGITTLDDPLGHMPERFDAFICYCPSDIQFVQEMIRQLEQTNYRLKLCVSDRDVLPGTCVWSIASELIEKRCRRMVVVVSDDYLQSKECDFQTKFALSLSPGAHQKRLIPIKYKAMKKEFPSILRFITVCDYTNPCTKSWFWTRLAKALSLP
Diaphorase inh – diaphorase inhibitors and chemical oxidizers, primary screen, counter-screen for diaphorase-coupled primary assays, biochemical, uHTS, resorufin fluorescence; diaphorase resazurin-to-resorufin fluorescence, NADH, 16 min; bacterial (C. kluyveri) enzyme, not human; inhibition, % at 20 µM; actives 0.69% (n = 190,000);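 active = primary screen inhibition at 20 µM above a set limit, cut at about 50% in these data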;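 also: plate controls were DMSO with full reaction for no effect and wells lacking NADH for full effect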
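Benchmarks: positive control wells lacking NADH, neutral wells with DMSO only. System: bacterial diaphorase enzyme (C. kluyveri). Input: 0.14 U/mL diaphorase, enzyme working solution. Detection: resorufin fluorescence, excitation 544 nm, emission 590 nm. Times: 16-min room-temperature incubation before reading.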
Numbers without * were called inactive; x = not tested or not shown.

SMILES	FLuc inh counter	APP transl inh	APP 5'UTR act	G6PDH counter	NF-kB expr up	STAT1 act	FLuc act counter	Diaphorase act	TLR4 MyD88 comp	Diaphorase inh
CCNc1ccc(P(=S)(N(C)C)N(C)C)cc1	-2	4	-4	1	1.1	101	1	0.9	-1	13
CN1CCN(CCC(=O)OC2CC3CCC(C2)N3C)CC1 (configuration not stated)	-5	-16	16	-2	1.1	100	1	1	-10	0
C=CCn1c(O)c(C(C)=Nc2ccc(C(=O)OCC)cc2)c(=O)[nH]c1=O	4	12	-11	13	1.2	91	1	1	3	2
CC(CCc1ccccc1)NC(C)C(O)c1ccc(O)cc1 (configuration not stated)	-9	-7	7	9	0.74	97	1.1	0.9	5	5
CN(C)C(=O)Oc1ccc(Cl)c2ccccc12	11	-11	11	12	0.96	98	0.9	0.9	7	6
Cc1ccc(-n2c(O)c(/C=C/C=Nc3ccccc3)c(=O)[nH]c2=O)cc1	1	-4	4	1	1	105	1	0.8	6	24
CC1CCCCN1Cc1ccc(Cl)nc1 (configuration not stated)	-5	-11	11	1	1.1	108	1.1	1	-9	0
O=P(NS(=O)(=O)c1ccc(Cl)cc1)(Oc1ccccc1)Oc1ccccc1	-6	-8	8	7	1.4	99	1.1	0.9	-9	12
O=C(NC1(C(F)(F)F)Oc2ccc(Cl)cc2O1)N1CCC2(CC1)OCCO2 (configuration not stated)	-1	48*	-48	44	2.5	95	1	0.5	-5	52*
COc1ccc(CC2c3cc(OC)c(OC)cc3CCN2C)cc1O (configuration not stated)	-6	-9	9	13	1	103	1.1	1	-3	4
O=C(c1ccc(F)cc1)C(Cc1ccccc1)N1CCCCC1 (configuration not stated)	1	-5	5	7	1.5	120	1	0.9	-6	11
COc1ccc(NC(=O)N2CCC3(CC2)OCCO3)c(OC)c1	-1	3	-3	11	1	103	1	1	-15	-1
CC(C)NC(C)C(=O)C12CC3CC(CC(C3)C1)C2 (configuration not stated)	-3	6	-6	14	0.95	98	1	1	-10	5
CC(=O)NNC(=O)CN1C(=O)CN=C(c2ccccc2)c2cc(Br)ccc21	-9	-3	3	4	1.1	98	1.1	0.9	-2	11
N=C1SCC(=O)N1Cc1ccccc1	-5	-11	11	2	1.2	93	1	0.9	-6	10
Cc1ccc(CN2C3CCCC2CC(NC(=S)NCc2ccccc2)C3)cc1 (configuration not stated)	4	-2	2	12	0.83	101	1	1.1	-2	-6
CCN(CC)CC(=O)Nc1ccc(Cl)cc1C(=O)c1ccccc1	x	-9	9	x	1.2	105	x	x	4	x
CN1/C(=C\C=C\C2=[N+](C)c3ccc4ccccc4c3C2(C)C)C(C)(C)c2ccccc21	41	95*	-95	6	0.16	36	0.6	1	-8	-1
CCOc1ccccc1C1SCC(=O)Nc2c1c(=O)[nH]n2C(CC)CC (configuration not stated)	-6	-9	9	9	0.96	97	1.1	0.9	4	8
CC(C)OCCCNC(=O)c1c(N)n(CC2CCCO2)c2nc3ccccc3nc12 (configuration not stated)	-5	3	-3	0	0.5	102	1	0.8	-6	18
COc1ccc2[nH]cc(CCN=C(N)N)c2c1	-8	-25	25	-2	1.1	93	1.1	1	6	-1
CC(C)NS(=O)(=O)c1ccc(OCC(=O)N2CCN(Cc3ccccc3)CC2)c(Cl)c1	2	14	-14	-14	0.83	99	1	1.1	-4	-6
Cc1ccc(NC2=NCCCS2)c(C)c1C	-10	-7	7	9	0.99	91	1.1	0.9	-8	14
Cc1[nH]c2c(C(F)(F)F)cccc2c1CCN	-5	48*	-48	7	0.99	98	1.1	1.1	3	-11
CN1C(=O)C(C2c3ccccc3C(=O)N2Cc2ccccc2)C(=O)N(C)C1=O (configuration not stated)	3	-3	3	15	0.98	104	1	1	5	-3

Some of these compounds in order of SMILES length, high to low:
SMILES	FLuc inh counter	APP transl inh	APP 5'UTR act	G6PDH counter	NF-kB expr up	STAT1 act	FLuc act counter	Diaphorase act	TLR4 MyD88 comp	Diaphorase inh
CN1/C(=C\C=C\C2=[N+](C)c3ccc4ccccc4c3C2(C)C)C(C)(C)c2ccccc21	41	95*	-95	6	0.16	36	0.6	1	-8	-1
O=P(NS(=O)(=O)c1ccc(Cl)cc1)(Oc1ccccc1)Oc1ccccc1	-6	-8	8	7	1.4	99	1.1	0.9	-9	12
O=C(c1ccc(F)cc1)C(Cc1ccccc1)N1CCCCC1 (configuration not stated)	1	-5	5	7	1.5	120	1	0.9	-6	11
CN1CCN(CCC(=O)OC2CC3CCC(C2)N3C)CC1 (configuration not stated)	-5	-16	16	-2	1.1	100	1	1	-10	0
CCNc1ccc(P(=S)(N(C)C)N(C)C)cc1	-2	4	-4	1	1.1	101	1	0.9	-1	13

Continuation:
SMILES	FLuc inh counter	APP transl inh	APP 5'UTR act	G6PDH counter	NF-kB expr up	STAT1 act	FLuc act counter	Diaphorase act	TLR4 MyD88 comp	Diaphorase inh
O=C(CNC(=O)c1ccccc1)Nc1ccc(Br)cc1C(=O)c1ccccc1	-11	-1	1	-15	0.91	92	1.1	0.9	-12	13
CCC12CN3CC(CC)(CN(C1)C3c1cccnc1)C2=O (configuration not stated)	-5	-6	6	2	1.1	107	1.1	0.9	1	7
O=C(c1cccs1)C1CN2CCC1CC2 (configuration not stated)	-4	-8	8	-13	1.1	104	1	0.9	17	14
CN1c2ccc([N+](=O)[O-])cc2CC2(C(=O)NC(=O)NC2=O)C1c1ccccc1 (configuration not stated)	-6	6	-6	-2	1.2	101	1.1	0.8	7	16
C=CCN1C(=O)/C(=C/c2cccs2)C(=O)NC1=S	-4	-3	3	11	3.1	101	1	1	2	2
COc1ccc(C)cc1NC(=O)c1c(C)nn(Cc2ccccc2)c1Cl	-6	-14	14	-35	1.2	99	1.1	0.7	-7	27
Cc1cc(OCc2nn[nH]n2)c2c3c(c(=O)oc2c1)CCCC3	-6	-12	12	9	0.96	104	1.1	1	-8	5
CC(NC1CCCCC1)C(O)C12CC3CC(CC(C3)C1)C2 (configuration not stated)	0	6	-6	2	1.6	103	1	0.9	7	10
Cc1cc(C=C2C(=O)N(C)C(=S)N(C)C2=O)c(C)n1C1CCCC1	34	15	-15	-4	1.1	102	0.7	0.9	-6	10
COc1ccc(N2CCN(CCCN)CC2)cc1	x	-24	24	x	x	103	x	x	3	x
COc1cc(/C=C2\C(=O)NC(=O)N(CCc3ccc(F)cc3)C2=O)ccc1O	-6	1	-1	-9	1.1	99	1.1	0.8	-6	15
COc1ccc(C2NCCc3[nH]cnc32)cc1 (configuration not stated)	-7	-13	13	12	1.1	98	1.1	1	9	3
Cc1ccc(P(=S)(c2ccc(C)o2)N2CCOCC2)o1	-3	1	-1	-9	1.1	101	1	0.9	-6	14
CCOC(=O)c1c(C)n(CCOC)c2ccc(O)cc12	-1	2	-1	-8	1.1	92	1	0.9	-8	14
NCCc1c[nH]c2ccc(F)cc12	-1	-1	1	2	x	95	1	1	0	-4
CCCC(=O)Nc1cc(C(=O)N2CCC3(CC2)OCCO3)ccc1S(=O)(=O)c1ccc(C)cc1	-5	-2	2	3	1.1	96	1	1	-13	2
O=C(Cc1ccccc1)OCCN1CCCCC1	-10	10	-10	4	1	95	1.1	1	-8	4
COc1ccccc1Cn1c(SCC(=O)C(C)(C)C)nc2cc(C(=O)N3CCC4(CC3)OCCO4)ccc2c1=O	-2	-10	10	10	0.52	106	1	0.9	8	12
Cc1cc(N2C(=O)CC(N3CCC(n4c(=O)[nH]c5ccccc54)CC3)C2=O)no1 (configuration not stated)	3	12	-12	10	1	100	1	1	-11	1
CCCCP(=O)(O)CCC(=O)O	-9	8	-8	0	1.1	98	1.1	0.9	-2	15
CCOC(=O)C1CCN(C(C)C(=O)c2c(C)[nH]c3cc(C)ccc23)CC1 (configuration not stated)	-2	-3	3	13	0.79	90	1	0.9	-5	14
CC(=O)OC1(c2ccccc2)CCN(C)CC1(C)C (configuration not stated)	-5	14	-14	4	1.3	98	1.1	0.8	8	18
O=C(c1cc2c(s1)CCCCCC2)N1CCC2(CC1)OCCO2	1	1	-1	-6	1.1	102	1	0.8	-14	17
Nc1c(C(=O)NCCc2ccccc2)c2nc3ccccc3nc2n1CCN1CCOCC1	-8	-8	8	-49	0.46	101	1.1	0.6	-26	42
Cc1ccc2nc(C)n(-c3ccc(F)cc3)c(=O)c2c1	0	-3	3	3	1.1	90	1	1	-14	2

Grouped by structure: the compounds so far containing a CF3 group
SMILES	FLuc inh counter	APP transl inh	APP 5'UTR act	G6PDH counter	NF-kB expr up	STAT1 act	FLuc act counter	Diaphorase act	TLR4 MyD88 comp	Diaphorase inh
O=C(NC1(C(F)(F)F)Oc2ccc(Cl)cc2O1)N1CCC2(CC1)OCCO2 (configuration not stated)	-1	48*	-48	44	2.5	95	1	0.5	-5	52*
Cc1[nH]c2c(C(F)(F)F)cccc2c1CCN	-5	48*	-48	7	0.99	98	1.1	1.1	3	-11

Continued.
SMILES	FLuc inh counter	APP transl inh	APP 5'UTR act	G6PDH counter	NF-kB expr up	STAT1 act	FLuc act counter	Diaphorase act	TLR4 MyD88 comp	Diaphorase inh
Cc1nn(Cc2ccccc2)c(C)c1C(=O)NCc1ccccc1F	-2	-8	8	0	1.2	101	1	1.1	-1	-7
CCn1c(O)c(C(c2ccccn2)c2c(O)n(CC)c(=S)[nH]c2=O)c(=O)[nH]c1=S	-4	1	-1	5	1.1	93	1	0.8	6	19
CCN1CC2([N+](=O)[O-])CC=C(Cl)C([N+](=O)[O-])(C1)C2 (configuration not stated)	-7	10	-10	6	0.97	97	1.1	1	-3	-5
Cn1cc(C(=O)N2CCOCC2)c2ccccc21	-4	-6	7	14	0.92	98	1	1.1	-7	-10
O=P(O)(Oc1ccccc1)OC(c1ccccc1)C(F)(F)C(F)(F)F (configuration not stated)	0	5	-5	2	0.93	102	1	0.9	-11	8
O=C(C1CCCN(S(=O)(=O)c2cccc3nsnc23)C1)N1CCC2(CC1)OCCO2 (configuration not stated)	-5	-5	5	13	1.1	95	1	0.9	9	14
COc1ccc(C(=O)N2CCCC2=O)cc1	-8	1	-1	2	1.1	101	1.1	0.9	-13	5
CCn1nc(-c2cccs2)nc2c(=O)n(C)c(=O)nc1-2	-7	x	x	58*	2.2	x	1.1	1.8	x	-84
CCC(=O)N1N=C2C3CCN(CC3)C2C1c1ccccc1 (configuration not stated)	-7	2	-2	3	1	104	1.1	0.9	-6	6
CN1CCN(/N=C/c2c(O)n(C)c(=O)n(C)c2=O)CC1	0	20	-20	12	1.1	98	1	x	7	x
CCN1C(=O)C(=C2C=C(C)OC(C)=C2)C(=O)N(CC)C1=S	-8	14	-13	5	0.89	96	1.1	1	-5	2

Some of the compounds tested; rates above refer to the full screens.
